Screening results (PubChem)
Polio RdRp inh: inhibitors of poliovirus RNA polymerase binding and polymerization; P03300; poliovirus polymerase elongation, fluorescence polarization; hits give low values; % elongation, % (compound at 16.7 µg/mL); 150,000 tested, 0.66% active; in the data active = % elongation below about 90%; note: some results filed as inactive read as strong as hits
Target sequence (P03300 1749-2209 limits assumed): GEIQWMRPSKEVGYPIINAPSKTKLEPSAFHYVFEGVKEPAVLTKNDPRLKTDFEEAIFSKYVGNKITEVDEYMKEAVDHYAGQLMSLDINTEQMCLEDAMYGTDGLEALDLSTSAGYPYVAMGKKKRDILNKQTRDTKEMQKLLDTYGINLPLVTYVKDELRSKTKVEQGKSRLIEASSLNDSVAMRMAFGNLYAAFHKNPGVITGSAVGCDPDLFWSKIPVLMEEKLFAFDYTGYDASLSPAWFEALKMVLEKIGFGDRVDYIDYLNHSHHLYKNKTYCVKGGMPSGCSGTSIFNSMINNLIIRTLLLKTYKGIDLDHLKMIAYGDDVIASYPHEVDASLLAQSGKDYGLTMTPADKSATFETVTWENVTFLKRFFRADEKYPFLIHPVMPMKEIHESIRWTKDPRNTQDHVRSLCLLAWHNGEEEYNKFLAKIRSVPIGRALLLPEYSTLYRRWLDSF
Polio RdRp inh FP z-score: second read-out of Polio RdRp inh, no call of its own (marks repeat the call); z-score; measured here: FP z-score; hits read low
* hit, by the source's call; & = joins results of further samples. The list is partial; the hit share may differ from the screen's.

`CCCCNC(=O)c1cn(CC(C)C)c(=O)c2cc(OC)c(OC)cc12` gave Polio RdRp inh 100 and Polio RdRp inh FP z-score 0.
For CCOC(=O)C1=C(O)/C(=C/c2ccc(C)o2)SC1=NC(=O)c1ccccc1 the results were Polio RdRp inh 103 and Polio RdRp inh FP z-score 0.7.
For CCOC(=O)c1c(C)nn(-c2ncccc2NC(=O)NC(C)C)c1C the results were Polio RdRp inh 103 and Polio RdRp inh FP z-score 0.4.
For CC(C)(C)NCC(O)COc1cccc2c1CCC(=O)N2 (stereo unspecified) the results were Polio RdRp inh 102 and Polio RdRp inh FP z-score 0.3.
C#CCSc1nc(=O)n2ccccc2n1 was read as Polio RdRp inh 105 and Polio RdRp inh FP z-score 1.1.
For Cc1cc(=O)[nH]c(SC(C(=O)O)c2ccccc2)n1 (stereo unspecified) the results were Polio RdRp inh 101 and Polio RdRp inh FP z-score -0.1.
Cc1cc(/C=C/C(=O)N2CCCC2c2cccs2)c(C)n1Cc1ccco1 (stereo unspecified) was read as Polio RdRp inh 104 and Polio RdRp inh FP z-score 0.6.
For COc1ccc(C2(C(=O)NCc3nnc(SC)n3C(C)C)CC2)cc1 the results were Polio RdRp inh 103 and Polio RdRp inh FP z-score 0.6.
For Cc1ccc(C)c(Nc2nnc(-n3nc(C)cc3C)c3ccccc23)c1 the results were Polio RdRp inh 102 and Polio RdRp inh FP z-score -0.8.
For Cc1ccc(OCCCn2c(CCNC(=O)C3CCCCC3)nc3ccccc32)c(C)c1 the results were Polio RdRp inh 100 and Polio RdRp inh FP z-score -1.2.
For COc1ccc(-c2cc(=O)c3cccc(C)c3o2)cc1 the results were Polio RdRp inh 105 and Polio RdRp inh FP z-score 0.
For CCCNC(=O)COc1coc(CSc2nncn2C)cc1=O the results were Polio RdRp inh 108 and Polio RdRp inh FP z-score 0.3.
Screening O=Nc1ccc(NOC(=O)c2ccc(Br)cc2)cc1 returned Polio RdRp inh 102 and Polio RdRp inh FP z-score 0.6.
Screening Cc1ccc(C)c(NC(=O)CN(C)C(=O)NCc2cccnc2)c1 returned Polio RdRp inh 105 and Polio RdRp inh FP z-score 0.1.
O=C(Cn1c(=O)nc(-c2ccccc2)c2ccccc21)NCc1ccccc1Cl was read as Polio RdRp inh 100 and Polio RdRp inh FP z-score -1.
For Cc1ccc(C(=O)COC(=O)c2nc(Cl)ccc2Cl)cc1 the results were Polio RdRp inh 104 and Polio RdRp inh FP z-score 0.7.
For O=S(=O)(c1ccc(F)cc1)N(CC(O)Cn1c2ccccc2c2ccccc21)c1ccccc1 (stereo unspecified) the results were Polio RdRp inh 105 and Polio RdRp inh FP z-score -0.1.
Screening O=C(N/N=C/c1cccc(O)c1)C1C2CCCCC21 (stereo unspecified) returned Polio RdRp inh 99 and Polio RdRp inh FP z-score -0.1.
CCOc1ccc(CCNC(=O)c2cc3c(C)nccc3[nH]c2=O)cc1OCC was read as Polio RdRp inh 100 and Polio RdRp inh FP z-score -0.3.
Screening CCN1CCC(N(Cc2cccc(OC)c2)C(=O)Nc2ccc3c(c2)OCCO3)CC1 returned Polio RdRp inh 102 and Polio RdRp inh FP z-score 0.3.

Reprinted at random: 2 compounds from above, in no set order.
`CCCCNC(=O)c1cn(CC(C)C)c(=O)c2cc(OC)c(OC)cc12` gave Polio RdRp inh 100 and Polio RdRp inh FP z-score 0.
For COc1ccc(-c2cc(=O)c3cccc(C)c3o2)cc1 the results were Polio RdRp inh 105 and Polio RdRp inh FP z-score 0.

More entries:
Screening COc1cccc(NC(=O)C2CCC(CNS(=O)(=O)c3ccc4c(c3)CC(C)N4C(C)=O)CC2)c1 (stereo unspecified) returned Polio RdRp inh 114 and Polio RdRp inh FP z-score -0.1.
`CCc1nnc(SCC(=O)N2c3ccc(F)cc3CCC2C)n1C` (stereo unspecified) gave Polio RdRp inh 101 and Polio RdRp inh FP z-score 0.
For Cc1ccccc1NC(=O)N1c2ccccc2CC1C (stereo unspecified) the results were Polio RdRp inh 102 and Polio RdRp inh FP z-score 0.
Cc1ccccc1Cn1cc(NC(=O)c2cc(-c3ccc(Cl)cc3)on2)cn1 was read as Polio RdRp inh 105 and Polio RdRp inh FP z-score 0.3.
Screening Cc1ccc(C)c(N2CCN(S(=O)(=O)c3ccc(C(=O)N(C)C)s3)CC2)c1 returned Polio RdRp inh 107 and Polio RdRp inh FP z-score 0.3.
`CC(C)(C)NC(=O)Cn1c(=O)oc2ccccc21` gave Polio RdRp inh 102 and Polio RdRp inh FP z-score 0.
For CCCCCN1C(C(=O)c2ccccc2)=C(OC(=O)CC)c2ccccc2S1(=O)=O the results were Polio RdRp inh 106 and Polio RdRp inh FP z-score -0.2.
Screening CCOC(=O)c1cn2nc(Oc3ccc(N4CCN(C(C)=O)CC4)cc3)ccc2n1 returned Polio RdRp inh 105 and Polio RdRp inh FP z-score 0.5.
`COc1ccc(S(=O)Cc2ccc(C(=O)NC3CC3)o2)cc1` (stereo unspecified) gave Polio RdRp inh 104 and Polio RdRp inh FP z-score 1.
`NC(=O)C1Cc2ccccc2CN1Cc1c(O)ccc2ccccc12` (stereo unspecified) gave Polio RdRp inh 103 and Polio RdRp inh FP z-score 0.1.
Screening N#CC1(N2CCNCC2)CCCCC1 returned Polio RdRp inh 101 and Polio RdRp inh FP z-score -0.2.
O=C(COC(=O)C1CC1)Nc1ccccc1Cl was read as Polio RdRp inh 98 and Polio RdRp inh FP z-score -1.5.
`Nc1ccccc1NCCO` gave Polio RdRp inh 107 and Polio RdRp inh FP z-score 0.5.
`O=C(N/N=C1\CCCc2ccccc21)C(O)c1ccccc1` (stereo unspecified) gave Polio RdRp inh 102 and Polio RdRp inh FP z-score 0.6.
Screening Cc1ccc(-n2c(SC/C(O)=C(\C#N)c3nc4ccccc4[nH]3)nc3ccccc3c2=O)cc1 returned Polio RdRp inh 99 and Polio RdRp inh FP z-score -0.4.
`N#CCn1c(COC(=O)c2ccc(S(=O)(=O)N3CCCCCC3)cc2)nc2ccccc2c1=O` gave Polio RdRp inh 114 and Polio RdRp inh FP z-score 1.4.
Screening CCN(Cc1ccccc1)C(=O)CCS(=O)(=O)c1ccc2c(c1)oc(=O)n2C returned Polio RdRp inh 102 and Polio RdRp inh FP z-score -1.3.
Screening COc1cccc(N=Nc2c(O)[nH]c(=O)[nH]c2=O)c1 returned Polio RdRp inh 103 and Polio RdRp inh FP z-score 0.2.
`Cc1n[nH]c(C)c1S(=O)(=O)N1CCCC(C(=O)Nc2ccc(Cl)cc2)C1` (stereo unspecified) gave Polio RdRp inh 105 and Polio RdRp inh FP z-score -0.7.
For N#C/C(=C\c1cccc(Oc2ccccc2)c1)C(N)=O the results were Polio RdRp inh 105 and Polio RdRp inh FP z-score 0.5.
For O=S(=O)(NCCc1cn2ccccc2n1)c1ccccc1 the results were Polio RdRp inh 101 and Polio RdRp inh FP z-score -0.2.
`O=C(Cc1nn[nH]n1)Nc1ccc(F)c(Cl)c1` gave Polio RdRp inh 102 and Polio RdRp inh FP z-score -0.5.
CCCCC[C@H](O)/C=C/[C@@H]1[C@@H](C/C=C\CCCC(=O)O)[C@@H](O)C[C@@H]1O was read as Polio RdRp inh 103&101 and Polio RdRp inh FP z-score 0.7&0.2.
`Cc1nc2ccccc2c(=O)n1-c1ccc(NC(=O)c2ccc([N+](=O)[O-])cc2)cc1` gave Polio RdRp inh 106 and Polio RdRp inh FP z-score -0.2.
`O=C(OC1CCCCC1=O)c1ccc(-c2nc3ccccc3s2)s1` (stereo unspecified) gave Polio RdRp inh 103 and Polio RdRp inh FP z-score 0.1.
CCC(=O)N(CCN1CCOCC1)Cc1cc2cc3c(cc2nc1Cl)OCO3 was read as Polio RdRp inh 102 and Polio RdRp inh FP z-score 0.3.
CC(C)[N+](C)(CCOC(=O)C1c2ccccc2Oc2ccccc21)C(C)C was read as Polio RdRp inh 101&100 and Polio RdRp inh FP z-score 0.1&0.
Screening COc1ccc(C2CC(=O)Nc3c2c(=O)nc2c(C)cccn32)cc1 (stereo unspecified) returned Polio RdRp inh 104 and Polio RdRp inh FP z-score 0.
CCc1ccc(NC(=O)CCc2nc3cccnc3n2Cc2cccs2)cc1 was read as Polio RdRp inh 104 and Polio RdRp inh FP z-score 0.6.
Screening O=C(Cn1nnc2ccccc21)N1CCN(S(=O)(=O)Cc2ccccc2)CC1 returned Polio RdRp inh 106 and Polio RdRp inh FP z-score 0.4.
O=C(NC1CCCC1)c1cc(=O)[nH]c2ccc(S(=O)(=O)N3CCCC3)cc12 was read as Polio RdRp inh 102 and Polio RdRp inh FP z-score 0.5.
`Oc1ccccc1C=Nc1ccc2ncccc2c1` gave Polio RdRp inh 98 and Polio RdRp inh FP z-score -0.2.
Screening Cc1cccc(NC(=S)NC(C)(C)C)c1 returned Polio RdRp inh 101&104 and Polio RdRp inh FP z-score 0.2&2.
`CCc1ccc(-c2ncnn2-c2cccc(Cl)c2C)cc1` gave Polio RdRp inh 104 and Polio RdRp inh FP z-score 0.6.
`Cc1nn(C(=O)c2cccc([N+](=O)[O-])c2C)c(C)c1S(=O)(=O)N1CCCCCC1` gave Polio RdRp inh 112 and Polio RdRp inh FP z-score 1.1.
`O=C(CN1C(=O)C2CC=CCC2C1=O)OCc1cc(=O)n2c(n1)sc1ccccc12` (stereo unspecified) gave Polio RdRp inh 101 and Polio RdRp inh FP z-score 0.
For CC1(C)CC(=O)C(C=NCC2CCN(C(=O)Nc3ccccc3)CC2)=C(O)C1 the results were Polio RdRp inh 102 and Polio RdRp inh FP z-score 0.1.
Cc1cc(C)c(Cn2c3ccccc3c3cnn(CC(=O)NCC(C)c4ccccc4)c(=O)c32)c(C)c1 (stereo unspecified) was read as Polio RdRp inh 102 and Polio RdRp inh FP z-score -0.7.
Cc1cccc(OCCN)c1C was read as Polio RdRp inh 101 and Polio RdRp inh FP z-score -0.2.
For CCCN1CCC(NC(=O)Nc2ccc(OC)c(OC)c2)CC1 the results were Polio RdRp inh 101 and Polio RdRp inh FP z-score 0.3.
For Nc1ccc(OCCOc2ccc(N)cc2)cc1 the results were Polio RdRp inh 100 and Polio RdRp inh FP z-score -0.2.
Screening COc1ccccc1C1=NN(C(=S)Nc2ccccc2)C(c2ccco2)C1 (stereo unspecified) returned Polio RdRp inh 101 and Polio RdRp inh FP z-score 0.2.
For CCOC(=O)C1CCN(C(=O)C(C)n2ncn3cccc3c2=O)CC1 (stereo unspecified) the results were Polio RdRp inh 100 and Polio RdRp inh FP z-score -1.1.
For NS(=O)(=O)c1ccc(NC=C2C(=O)OC3(CCCCC3)OC2=O)cc1 the results were Polio RdRp inh 102 and Polio RdRp inh FP z-score 0.3.
COc1ccc(-c2cc(-c3ccc(Cl)c(Cl)c3)nc(N)c2C#N)cc1OC was read as Polio RdRp inh 104 and Polio RdRp inh FP z-score 0.1.
COc1cc(OC)c(NC(=O)N2CCC3(CC2)N=C(c2ccc(C)c(C)c2)C(=O)N3)cc1Cl was read as Polio RdRp inh 99 and Polio RdRp inh FP z-score -1.
`CC(C)=CCc1c(O)cc(O)c2c1OC(c1ccccc1)CC2=O` (stereo unspecified) gave Polio RdRp inh 101 and Polio RdRp inh FP z-score 0.
Screening CCOC(=O)C1SC(C)=NC1=O (stereo unspecified) returned Polio RdRp inh 97 and Polio RdRp inh FP z-score -0.3.

By substructure: those above with an aryl methoxy group (12)
`CCCCNC(=O)c1cn(CC(C)C)c(=O)c2cc(OC)c(OC)cc12` gave Polio RdRp inh 100 and Polio RdRp inh FP z-score 0.
For COc1ccc(C2(C(=O)NCc3nnc(SC)n3C(C)C)CC2)cc1 the results were Polio RdRp inh 103 and Polio RdRp inh FP z-score 0.6.
For COc1ccc(-c2cc(=O)c3cccc(C)c3o2)cc1 the results were Polio RdRp inh 105 and Polio RdRp inh FP z-score 0.
Screening CCN1CCC(N(Cc2cccc(OC)c2)C(=O)Nc2ccc3c(c2)OCCO3)CC1 returned Polio RdRp inh 102 and Polio RdRp inh FP z-score 0.3.
Screening COc1cccc(NC(=O)C2CCC(CNS(=O)(=O)c3ccc4c(c3)CC(C)N4C(C)=O)CC2)c1 (stereo unspecified) returned Polio RdRp inh 114 and Polio RdRp inh FP z-score -0.1.
`COc1ccc(S(=O)Cc2ccc(C(=O)NC3CC3)o2)cc1` (stereo unspecified) gave Polio RdRp inh 104 and Polio RdRp inh FP z-score 1.
Screening COc1cccc(N=Nc2c(O)[nH]c(=O)[nH]c2=O)c1 returned Polio RdRp inh 103 and Polio RdRp inh FP z-score 0.2.
Screening COc1ccc(C2CC(=O)Nc3c2c(=O)nc2c(C)cccn32)cc1 (stereo unspecified) returned Polio RdRp inh 104 and Polio RdRp inh FP z-score 0.
For CCCN1CCC(NC(=O)Nc2ccc(OC)c(OC)c2)CC1 the results were Polio RdRp inh 101 and Polio RdRp inh FP z-score 0.3.
Screening COc1ccccc1C1=NN(C(=S)Nc2ccccc2)C(c2ccco2)C1 (stereo unspecified) returned Polio RdRp inh 101 and Polio RdRp inh FP z-score 0.2.
COc1ccc(-c2cc(-c3ccc(Cl)c(Cl)c3)nc(N)c2C#N)cc1OC was read as Polio RdRp inh 104 and Polio RdRp inh FP z-score 0.1.
COc1cc(OC)c(NC(=O)N2CCC3(CC2)N=C(c2ccc(C)c(C)c2)C(=O)N3)cc1Cl was read as Polio RdRp inh 99 and Polio RdRp inh FP z-score -1.
